Assay outcomes as filed in PubChem.
POLK inh = blocks human DNA polymerase kappa activity; 400,000 compounds, 0.53% hits; Q9UBT6; Potency, µM (doses to about 107 µM), without a hit: top-dose activity, negative = inhibition, actives largely listed as inhibitors; purified Pol kappa, fluorescent DNA synthesis assay, 10 min; AID 588579; also: potency is read from the fitted curve at half-maximal effect; % is scaled to controls: 0 for no effect and ±100 for the full control effect
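Activity was followed as the change in fluorescence between reads at 0 and 10 min after starting the reaction with 50 nM substrate. Beforehand, 10 nM polymerase had been preincubated with compound for 15 min at room temperature.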
ALOX12 inh = blocks human arachidonate 12S-lipoxygenase | P18054 | purified 12hLO, xylenol orange hydroperoxide absorbance | Potency, µM (highest dose often 108 µM), inactives show at the highest dose activity change, negative = inhibition, most hits filed as inhibitors | 580,000 compounds, 1.1% hits | AID 1671190; also: potency is read from the fitted curve at half-maximal effect; % is scaled to controls: 0 for no effect and ±100 for the full control effect
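Purified human 12hLO (150 nM final) in 25 mM Hepes, 0.01% Triton X-100, pH 7.0 was preincubated 15 min at room temperature with compound. Then 40 uM arachidonic acid was added, 30 min. Hydroperoxide was read by Fe-XO absorbance ratio 573/405 nm.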
POLH inh = blocks human DNA polymerase eta activity | Q9Y253 | recombinant Pol eta, fluorescent DNA replication assay | Potency, µM (doses to about 114 µM), without a hit: at the top dose activity change, negative = inhibition, actives largely listed as inhibitors | 390,000 compounds, 1.2% hits | AID 588591; also: potency is read from the fitted curve at half-maximal effect; % is scaled to controls: 0 for no effect and ±100 for the full control effect
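Pol eta at 10 nM preincubated with compounds 15 min at room temperature; reaction started with fluorescent substrate (50 nM final) and read kinetically at 0 and 10 min.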
POLB inh = inhibitors of human DNA polymerase beta; Pol beta primer extension/strand displacement, fluorescence kinetic; 340,000 compounds, 1.3% hits; P06746; Potency, µM (doses to about 114 µM), without a hit: top-dose activity change, negative = inhibition, usual class: inhibitors; AID 485314; also: potency is read from the fitted curve at half-maximal effect; % is scaled to controls: 0 for no effect and ±100 for the full control effect
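Kinetic readout of DNA synthesis with strand displacement by Pol beta. Compound and 10 nM enzyme sit 15 min at room temperature; 50 nM substrate starts the reaction, read immediately and at 10 min.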
RGS4 inh = inhibitors of human regulator of G protein signaling 4 | Transcreener GDP fluorescence polarization, RGS4-accelerated GTP hydrolysis | Potency, µM (doses to about 114 µM), for the others: at the highest dose activity change, negative = inhibition, usual class: inhibitors | 390,000 compounds, 0.039% hits | AID 504845; also: potency is read from the fitted curve at half-maximal effect; % is scaled to controls: 0 for no effect and ±100 for the full control effect; nearly all actives have a fitted effect of over 75% in size; some results filed as inactive show a strong effect at the top dose
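MLSMR compounds (23 nl, pin-transferred) preincubated 10 min at room temperature with a 500nM (2x) first reagent, then RGS4 at 900nM (2x) plus Transcreener GDP mix added; fluorescence polarization (620/688 nm) read before and after 90 min at 30 °C.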
APEX1 inh = APE1 (human) endonuclease inhibition. P27695. recombinant APE1, TAMRA/BHQ-2 abasic DNA cleavage fluorescence. Potency, µM (doses to about 65.8 µM), without a hit: top-dose activity change, negative = inhibition, actives largely listed as inhibitors. 350,000 compounds, 0.35% hits. AID 2517;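 also: potency is read from the fitted curve at half-maximal effect; plate controls were vehicle for no effect and reference inhibitor for full effect; nearly all actives have a fitted effect of over 55% in size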
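APE1 at 0.75 nM preincubated 15 min at room temperature with compound. Reaction then started with 50 nM double-stranded THF-abasic substrate labelled with TAMRA/BHQ-2, and 525/598 nm fluorescence read kinetically. Activity taken as third-minus-first read difference, normalized to DMSO and NSC13755 controls.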
LDHA inh = LDHA (human) enzyme inhibition. P00338. purified LDHA, NADH/diaphorase-resazurin fluorescence; stronger effect = lower value. activity change, % (values are at about 110 or 230 µM). 480,000 compounds, 0.15% hits; in the data active = activity change below about -30%; inconclusive = mostly about -25% to -30%;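 also: plate controls were DMSO wells for no effect and wells without enzyme for full effect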
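Human LDH5 at 2 nM final in Tris HCl pH 7.4 with 0.06 mM NADH and 0.2 mM pyruvate, reacted 5 minutes at room temperature. Remaining NADH coupled via diaphorase/resazurin; resorufin fluorescence read at 0 and 20 minutes, normalized to enzyme-free and DMSO wells.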
ERG-DNA inh = ERG Ets/DNA interaction inhibition; P11308; fluorescence polarization, His-ERG Ets domain / labelled DNA; Potency, µM (titrated, usually from 76.9 µM), inactives show at the top dose FP activity, negative = inhibition, usual class: inhibitors; 370,000 compounds, 0.028% hits; AID 624246; active = well fitted inhibition curve with a large enough effect in the polarisation, with a control signal flat; inconclusive = small, poorly fitted or top-dose-only effect, or effect the other way, or a change in a side signal; inactive = no such curve, though single readings can be large or run the other way; the % refers to the polarisation;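 also: polarization taken with two DNA probes labelled with fluorescein and Texas red; potency is read from the fitted curve at half-maximal effect; % of control where 0% means no effect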
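His-tagged ERG Ets domain (1 uM in the protein solution; 300mM KCl, 50mM Tris-HCl, 1mM EDTA, 1mM DTT, pH 7.5) received compound, then a probe mix of 5 nM fluorescein-DNA and 100nM Texas-615-DNA. Fluorescence polarization was read for both dyes.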
Apoferritin bind = candidate novel general anesthetic via apoferritin binding. Potency, µM (doses to about 77.5 µM), without a hit: top-dose activity change, negative = displacement, hits mostly inhibitors. apoferritin/1-aminoanthracene competitive binding, fluorescence. 350,000 compounds, 0.074% hits. P02791; also: potency is read from the fitted curve at half-maximal effect; % is scaled to controls: 0 for no effect and ±100 for the full control effect; nearly all actives have a fitted effect of over 20% in size
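Steps: apoferritin (10 uM) was premixed with half-saturated 1-AMA in PBS, compounds were pin-transferred, plates stood 10 min at room temperature, fluorescence was read at 380/535 nm, and curves were fitted with a Hill equation.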
* marks the source's active call; other numbers are inactive results; ? = inconclusive; / = no result given; [ ] = another dose, or the depositor's remark. Unless noted, calls follow the shape of the dose curve; as a rule, active = well fitted curve in the direction sought with a large enough effect; inconclusive = small, poorly fitted or top-dose-only effect, or another doubt; inactive = no such curve, though single readings can be large; an effect the other way counts as inactive or inconclusive.

SMILES	POLK inh	ALOX12 inh	POLH inh	POLB inh	RGS4 inh	APEX1 inh	LDHA inh	ERG-DNA inh	Apoferritin bind
Cc1ccc(C)c(C(=O)c2c(N)c(-c3nc(-c4ccc5c(c4)OCO5)cs3)c3ccccn23)c1	-5%	?	/	49%	-2%	/	-4	5%	-8%
COc1ccc(-n2c(SCC(=O)Nc3sc4c(c3C#N)CCCC4)nnc2-c2ccc(O)cc2)cc1	-4%	-20%	3%	?	9%	-5%	0	-6%	-9%
O=S(=O)(Nc1cc(Sc2cccc3cccnc23)c(O)c2ccccc12)c1ccccc1	/	?	/	-25%	/	?	/	/	-8%
CCOc1ccc(OCC)c(NS(=O)(=O)c2cn(C)cn2)c1	4%	-6%	-3%	7%	-19%[56.9 µM]	14%	1	5%	-17%
Cc1nnc(SCC(=O)Nc2nc3c(s2)CC(C)CC3)s1 (centres undefined)	-12%	13%	-8%	-2%	-11%	-2%	0	-6%	-8%
Cc1c(C(=O)Nc2ccccc2Br)oc2ccc(S(=O)(=O)N3CCOCC3)cc12	-3%[60.1 µM]	?	-4%	2%	-10%	/	-10	-4%	?
COc1ccc(OCC(=O)NCCCn2ccnc2)cc1	-2%	361%[activator]	-16%	3%	-12%	0%	7	-5%	6%
Cc1noc(C)c1COC(=O)CCOc1ccccc1	-17%	-27%	-2%	6%	-9%	3%	-9	0%	?
Cc1ccc(-n2[nH]c(=O)c3cccnc32)cc1	-8%	-20%	4%	33%	21%	1%	-17	-12%	-8%
COC(=O)c1cn(CC(=O)N2CCCCCC2)c2ccccc12	-14%	-29%	-1%	-6%	-2%	0%	-5	-6%	-3%

This is a subset (hit frequency here may not be typical).
